# Ecoli viability: bacterial growth inhibition, counter-screen for AddAB inhibitors; E. coli V3065 growth, OD600 absorbance, 18 h; inhibition, % at 11.9 µM; 0.27% of 330,000 active; AID 449728;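 active = inhibition above the campaign's mean inhibition across all tested compounds plus 3 SD, cut at about 9.9% in these data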;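 also: uninfected addAB+ strain grown without phage in ampicillin broth; 0% = DMSO wells and 100% = ciprofloxacin 0.95 µg/ml wells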
# DAGLB inh: diacylglycerol lipase beta (human) inhibition; AID 504411; inhibition, % at 5.17 µM; HEK293T DAGLB membrane lysate, EnzChek fluorogenic substrate; Q8NCG7; 0.059% of 340,000 active; in the data active = inhibition above about 34%;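 also: 0% = enzyme with vehicle and 100% = wells lacking enzyme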
# Target sequence (Q8NCG7 whole entry, looked up): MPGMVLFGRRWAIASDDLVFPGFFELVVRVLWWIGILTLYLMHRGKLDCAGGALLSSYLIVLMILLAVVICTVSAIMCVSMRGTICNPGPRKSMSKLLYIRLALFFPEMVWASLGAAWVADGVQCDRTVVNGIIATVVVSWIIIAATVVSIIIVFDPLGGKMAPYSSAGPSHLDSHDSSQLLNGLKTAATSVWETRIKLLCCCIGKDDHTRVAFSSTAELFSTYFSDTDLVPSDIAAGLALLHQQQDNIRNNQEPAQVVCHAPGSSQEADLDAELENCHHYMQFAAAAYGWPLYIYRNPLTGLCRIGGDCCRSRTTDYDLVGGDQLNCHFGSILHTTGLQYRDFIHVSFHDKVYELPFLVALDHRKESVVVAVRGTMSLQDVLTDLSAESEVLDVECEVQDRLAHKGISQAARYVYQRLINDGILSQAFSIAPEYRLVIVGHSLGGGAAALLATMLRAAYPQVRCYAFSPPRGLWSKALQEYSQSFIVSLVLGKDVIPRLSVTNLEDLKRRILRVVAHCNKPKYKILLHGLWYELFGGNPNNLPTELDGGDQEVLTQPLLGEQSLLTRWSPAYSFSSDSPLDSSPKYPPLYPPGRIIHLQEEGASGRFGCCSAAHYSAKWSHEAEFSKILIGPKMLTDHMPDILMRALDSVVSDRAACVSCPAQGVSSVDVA
# PvdQ inh: P. aeruginosa PvdQ acylase inhibition | AID 488965 | purified PvdQ acylase, fluorescence plate reader | inhibition, % at 10 µM | 0.063% of 340,000 active; in the data active = inhibition above about 30%, passing the limit was not always enough;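 also: 0% = vehicle neutral wells and 100% = reference inhibitor wells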
# phage Ecoli inh: E. coli growth loss with phage present; growth absorbance; inhibition, % at 11.9 µM; 0.26% of 360,000 active; AID 651602; in the data active = inhibition above about 11%
# AddAB inh: less growth of phage-infected E. coli with AddAB; E. coli expressing H. pylori AddAB, absorbance growth; inhibition, % at 11.9 µM; 0.29% of 330,000 active; AID 435030; in the data active = inhibition above about 12%;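 also: 0% = vehicle wells of infected cells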
# Wnt bcat act: activators of Wnt/beta-catenin signaling; Wnt/beta-catenin reporter cell assay, activator, plate reader; activation, % at 9.35 µM; 1.2% of 300,000 active; in the data active = activation above about 30%, passing the limit was not always enough;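 also: 0% = neutral control wells and 100% = positive control wells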
# CAL PDZ FP: inhibitors of human CAL PDZ peptide binding | purified CAL PDZ, TMR-peptide fluorescence polarization, 1 h | inhibition, % at 20 µM | 0.02% of 330,000 active | AID 504414 | Q9HD26;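 active = highest replicate inhibition of at least 40%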;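 also: plate controls were DMSO neutral control wells for no effect and unlabeled competitor peptide control wells for full effect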
#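 material = purified tagged CAL PDZ domain construct (CerCALP) | compound dosing = 20 µM, one dose | times = 1 h at RT | measured by = fluorescence polarization from S- and P-plane intensities, G-factor corrected | read-out = inhibition from polarization loss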
# PfHsp90 yeast 2: reduces growth (ATP signal) of yeast expressing P. falciparum Hsp90; S. cerevisiae expressing PfHsp90, BacTiter-Glo ATP, 48 h; yeast lacking PDR1 and PDR3 efflux regulators; 0.32% of 310,000 active; inhibition, % at 9.4 µM; AID 504621;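 active = every replicate shows inhibition above about 80%, whatever the replicate mean, limit read from the data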;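 also: 0% = DMSO neutral controls and 100% = 20 µM radicicol positive controls; yeast relying on Plasmodium falciparum Hsp90 in place of its own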
# Tat transport: inhibitors of E. coli Tat protein transport; E. coli MC4100 TorA-mCherry Tat export, fluorescence; inhibition, % at 10 µM; 0.036% of 340,000 active;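 active = mean replicate inhibition at least 50% and at least half of replicates individually reaching 50%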;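 also: exported cargo escapes ClpAP degradation while cytoplasmic cargo is degraded and loses fluorescence; 0% = median of neutral control wells and 100% = median of NaSCN control wells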
# Rtt109 Vps75: blocks Candida albicans Rtt109/Vps75 acetyltransferase activity. Q5AAJ8. purified Rtt109/Vps75, ThioGlo CoA-SH fluorescence, 4 h. inhibition, % at 34.9 µM. 0.16% of 330,000 active. AID 540336;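 active = inhibition of at least 50% in every replicate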
# Target sequence (Q5AAJ8 whole entry, looked up): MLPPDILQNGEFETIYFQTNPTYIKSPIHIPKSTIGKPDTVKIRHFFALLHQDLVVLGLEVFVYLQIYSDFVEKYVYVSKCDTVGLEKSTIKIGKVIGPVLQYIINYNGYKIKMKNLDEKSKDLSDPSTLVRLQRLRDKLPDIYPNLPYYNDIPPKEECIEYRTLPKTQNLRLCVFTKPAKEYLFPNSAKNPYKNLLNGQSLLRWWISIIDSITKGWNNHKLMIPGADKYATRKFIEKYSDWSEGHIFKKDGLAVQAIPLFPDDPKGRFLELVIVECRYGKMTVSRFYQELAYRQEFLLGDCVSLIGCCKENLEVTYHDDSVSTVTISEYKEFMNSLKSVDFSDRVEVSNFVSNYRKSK
# Numbers without * were called inactive; nt = no result given.
No.	SMILES	Ecoli viability	DAGLB inh	PvdQ inh	phage Ecoli inh	AddAB inh	Wnt bcat act	CAL PDZ FP	PfHsp90 yeast 2	Tat transport	Rtt109 Vps75
1	O=C(CN1C(=O)c2cccc3cccc(c23)C1=O)N1CCOCC1	1.2	-2	-10	3.5	1.1	-1	-0.5	24	2	-3
2	O=C(CNC(=O)c1ccccc1)OCc1cc(=O)n2cc(Br)ccc2n1	1.4	1	3	0.6	2.3	0	-2.2	-1	12	2
3	O=C(Nc1ccc([N+](=O)[O-])cn1)c1ccc(Br)o1	1.7	0	-7	1.2	3.0	nt	0.2	10	0	2
4	COc1cc(-c2noc(C)c2C(=O)NCCc2c[nH]c3ccccc23)cc(OC)c1OC	-0.3	-5	-6	2.1	2.5	1	-0.2	6	-3	-2
5	Cc1ccc(-c2nc(N)nc(N)n2)c(C)c1	-0.3	1	-14	1.6	4.3	7	0.2	-4	-5	1
6	CCOC(=O)N1CCC(NC(=O)c2ccc3c(c2)N=C(C)c2c(C)ccc(C)c2S3)CC1	0.1	-1	4	2.2	2.2	-11	-2.8	-17	3	-2
7	COC(=O)c1ccc(S(=O)(=O)N2CCC(C(N)=O)CC2)n1C	1.9	-7	6	1.6	1.3	-4	0.6	11	-4	25
8	CCCC(=O)Nc1nn(C)c2nc3ccc(C)cc3cc12	-4.1	0	-19	0.7	-0.5	2	-0.8	-10	-8	-6
9	CCOc1ccc(-c2c(C(=O)N/N=C/c3cccc(Br)c3)nnn2-c2nonc2N)cc1	0.3	-1	-9	-2.8	0.2	-2	-2.4	4	-1	-2
10	CC(CC#CCN1CCOCC1)OCCC#N (stereo not given)	0.6	2	-21	1.7	0.9	-1	0.2	-4	-6	-31
11	Cc1c(Cl)cnc(NC(=O)COC(=O)C2CC2)c1Cl	0.0	0	-11	4.0	-0.8	-2	-0.7	17	-12	-13
12	CC(O)CNc1nc2sc3c(c2c(=O)n1CCc1ccccc1)CCCCC3 (stereo not given)	-0.4	-8	-11	1.5	4.1	2	-2.4	12	5	nt
13	Cn1cc2cc([N+](=O)[O-])ccc2n1	-1.2	-3	-3	4.0	-1.8	-1	0.1	14	-3	2
14	COc1ccc(CC(=O)OCn2nnc3ccccc3c2=O)cc1	-0.7	-5	0	2.4	2.7	nt	-0.6	nt	6	-4
15	COC(=O)CSc1nc(C)c2ccc(OC)cc2n1	-2.9	-1	0	-0.8	0.8	nt	-0.7	12	8	4
16	O=c1cc(CN2CCN(c3cccc(C(F)(F)F)c3)CC2)nc2sccn12	-2.4	nt	nt	0.8	-0.7	-4	nt	nt	nt	nt
17	COc1ccc(S(=O)(=O)N2CC(=O)Nc3ccccc32)cc1C	0.3	2	-4	2.6	2.8	-1	-0.4	-1	-3	2
18	Nc1cccc(/C=C/C(=O)O)c1	-0.8	0	8	1.5	0.4	1	-2.3	1	-3	nt
19	Cc1ccc(S(=O)(=O)Oc2ccc(/C=N/N=C3/NC(=O)C(CC(=O)O)S3)cc2)cc1[N+](=O)[O-] (stereo not given)	-0.9	5	-5	0.2	1.9	0	-0.7	-1	6	-8
20	Cc1ccc(NC(=O)CN(C)C(=O)Cc2ccc3c(c2)CCC3)cc1	nt	-2	-10	2.4	nt	-2	-1.0	-1	3	0
21	CCCCN(C(=O)C1CCCC1)c1c(N)n(CC(C)C)c(=O)[nH]c1=O	0.7	-1	9	0.7	-0.1	4	-1.3	-17	-13	-6
22	CCCN(CC(=O)Nc1ccccc1C)C(=O)Cc1coc2cc(C)ccc12	0.3	-3	0	3.4	5.4	3	-0.3	16	-1	3
23	CC(=O)/C=C/c1ccccc1O	-1.9	-2	-3	1.9	-1.5	10	-1.5	-7	-8	-1
24	Cc1cccc(C)c1NC(=O)CSc1nc(N2CCOCC2)nc(N2CCOCC2)n1	0.3	-2	-13	0.9	0.3	0	-1.8	-1	2	-1
25	c1ccc(CNc2ncnc3[nH]ncc23)cc1	nt	0	-3	-0.2	nt	-3	-0.6	nt	-3	0

# One compound at a time, as listed above. Order of values: Ecoli viability	DAGLB inh	PvdQ inh	phage Ecoli inh	AddAB inh	Wnt bcat act	CAL PDZ FP	PfHsp90 yeast 2	Tat transport	Rtt109 Vps75
# O=C(CN1C(=O)c2cccc3cccc(c23)C1=O)N1CCOCC1 is listed with 1.2	-2	-10	3.5	1.1	-1	-0.5	24	2	-3
# O=C(CNC(=O)c1ccccc1)OCc1cc(=O)n2cc(Br)ccc2n1 is listed with 1.4	1	3	0.6	2.3	0	-2.2	-1	12	2

# New compounds follow:
No.	SMILES	Ecoli viability	DAGLB inh	PvdQ inh	phage Ecoli inh	AddAB inh	Wnt bcat act	CAL PDZ FP	PfHsp90 yeast 2	Tat transport	Rtt109 Vps75
26	COc1ccc(C)cc1NC(=O)c1ccccc1N(C)S(=O)(=O)c1ccccc1	-2.2	-4	-1	1.0	1.1	-2	-0.1	2	1	33
27	CCC1Sc2ccc(S(=O)(=O)CCC(=O)NC3CCCCCC3)cc2NC1=O (stereo not given)	-1.2	2	10	0.8	2.5	-1	-1.2	-10	0	9
28	C/C(=N\NC(=S)NCCc1ccccc1)c1cccs1	-0.5	-9	-9	-1.0	2.6	0	-0.1	0	5	0
29	COc1cc(NC(=O)c2c(F)c(F)c(F)c(F)c2F)c(OC)cc1Cl	1.3	-7	-14	2.2	1.8	nt	-0.4	nt	-2	-3
30	Cc1nc2ccccc2nc(=O)c1NNc1ccccc1	nt	3	-5	1.7	nt	25	0.2	-18	1	2
31	CC(C)CN(CC(C)C)S(=O)(=O)N1CCC(C(=O)NCc2ccco2)CC1	0.8	-2	-9	3.7	-0.5	-2	-2.4	-22	4	5
32	O=c1[nH]cnc2c1ncn2-c1ccc(N(CCO)CCO)cc1	nt	-2	1	1.3	nt	-6	0.3	-13	1	2
33	C=C(C)c1cccc(C(C)(C)NC(=O)N2CCN(CC(N)=O)CC2)c1	-2.0	-1	6	-0.1	3.0	-1	-3.1	0	-1	nt
34	CC(C#N)Sc1ccc(S(=O)(=O)N2CCCC2)cn1 (stereo not given)	-2.5	-1	2	2.4	3.0	-1	-0.4	1	-5	1
35	Cc1ccc(OCCn2cccn2)c(C)c1	-1.5	1	-9	2.5	-0.3	-6	-2.7	nt	1	1
36	Cc1nn(-c2ccc(F)cc2)c(Cl)c1/C=C(/CC(=O)O)c1nc2ccccc2s1	nt	6	-11	1.6	nt	-3	-0.2	-22	24	3
37	COc1ccccc1NC(=O)CN(c1ccccc1C)S(C)(=O)=O	-0.1	-1	3	2.5	3.5	-2	-0.1	19	-7	-8
38	CSc1ccc(C2CC(=O)Nc3nc(SC)[nH]c(=O)c32)cc1 (stereo not given)	1.5	1	-11	5.8	5.2	0	-1.4	-17	-8	-2
39	NC(=O)[C@@H]1CCCCNc2c(F)cc([N+](=O)[O-])cc2C(=O)N[C@@H](CC(=O)O)C(=O)N[C@@H](CCC(=O)O)C(=O)N1	-1.0	-7	13	nt	1.0	nt	0.1	20	2	11
40	O=C(Cc1ccccc1F)NC1CCSc2ccccc21 (stereo not given)	2.5	-2	10	-0.6	0.3	-2	-0.5	-3	-5	4
41	C=CCNC(=S)NNC(=O)C(CCC(C)C)CC(C)(C)O (stereo not given)	-1.2	1	-15	1.3	2.9	nt	-0.1	16	-2	6
42	CCCCNC(=O)COn1nnc2ccc(S(=O)(=O)N3CCOCC3)cc21	-0.2	-2	-8	2.2	1.2	0	-0.2	8	3	6
43	COc1ccc(CNC(=O)C2CCCC2)cc1	-1.3	-1	-15	3.5	-0.1	0	0.8	-8	5	-14
44	O=C(c1ccc(F)cc1)N1CCN(C(=O)c2cccnc2)CC1	1.9	1	-8	0.5	-0.7	nt	-0.6	-8	-3	-4
45	O=S(=O)(NCCOc1ccccc1F)c1ccc(Cl)cc1F	-0.6	-2	9	0.5	0.8	2	0.3	11	9	3
46	CC(=O)NC(=S)NNC(=O)COc1ccc([N+](=O)[O-])cc1	0.0	0	-1	0.8	1.7	-1	0.4	-18	-4	0
47	N#CCN1C(=O)C(=O)N(Cc2cccc(C(F)(F)F)c2)C1=O	2.4	2	-8	1.4	0.4	0	nt	36	-1	-4
48	O=C(c1ccc(F)cc1)N1CCC(O)(c2cccnc2)CC1	-4.6	-1	-12	2.9	-1.4	nt	nt	16	5	4
49	Cc1nc([N+](=O)[O-])cn1CC(=O)Nc1ccc(Cl)cc1	3.6	-1	-11	6.9	4.3	1	0.1	-17	3	-1
50	C/C(CC(=O)Nc1ccccn1)=N\NC(=O)C(=O)Nc1cccc(Cl)c1C	0.4	-1	-11	2.1	-0.7	nt	-0.7	-4	-10	-5
51	COc1ccccc1CCNC(=O)CC1C(=O)NCCN1CCCc1ccccc1 (stereo not given)	2.2	0	-9	1.7	3.2	1	-1.7	-3	-12	16
52	Cc1ccccc1-n1ncc2c1CC(C)(C)CC2NC(=O)CCN1CCCCC1=O (stereo not given)	0.8	-1	6	-0.6	-0.3	1	-2.3	9	-3	22
53	O=C(Nc1c2c(nn1-c1ccccc1)CSC2)c1ccc(N2C(=O)CCC2=O)cc1	-0.5	-1	-8	3.2	0.6	-4	-2.9	-6	5	-3
54	CC(=O)NNC(=S)NC(=O)c1cccc([N+](=O)[O-])c1	1.3	1	8	3.1	1.8	nt	-0.2	8	6	5
55	Cn1c(=O)[nH]c(=O)c2c1nc(N1CCCC1)n2CCO	0.3	2	1	1.9	1.1	1	-1.2	4	-1	7
56	Cc1cccc(C(=O)NNC(=O)c2ccc(NS(=O)(=O)c3cccs3)cc2)c1C	-2.1	1	-4	2.2	2.1	-2	-0.2	0	-1	1
57	O=C(N/N=C/c1cc(Br)cs1)c1ccccc1[N+](=O)[O-]	1.6	2	-1	3.8	3.0	-1	-3.2	19	3	0
58	Cc1nc2ccc(NC(=O)COc3ccccc3F)cc2s1	2.5	-6	-2	2.2	1.6	6	-1.3	-157	1	5
59	N#Cc1nc(-c2ccco2)oc1N1CCN(Cc2ccccc2)CC1	-0.8	-1	-5	-0.1	-1.1	0	-1.9	6	-4	1
60	COc1ccc(CSCC(=O)Nc2ccc(S(=O)(=O)N3CCCCCC3)cc2)cc1	3.0	-6	-11	3.7	4.5	nt	-1.5	20	10	-2
61	O=C(CSC(=S)N1CCCCC1)Nc1ncc2c(n1)CCCC2=O	0.8	1	1	-0.5	-0.5	-3	-0.7	-2	4	-1
62	COc1ccc(S(=O)(=O)NCCC(=O)N2CCCN(C)CC2)cc1	-2.0	1	-11	1.9	1.9	0	0.4	-20	-11	-5
63	Cn1c(=O)c(C(=O)NCCc2ccc(Cl)cc2)c(O)c2ccccc21	-2.6	-17	-12	0.7	1.0	-2	-0.6	14	3	0
64	COc1cc(OC)c(NC(=O)CCNS(=O)(=O)c2ccc3c(c2)CC(C)N3C(C)=O)cc1Cl (stereo not given)	0.8	1	-10	3.7	2.9	-2	-1.8	-1	-10	3
65	O=C(COC(=O)COc1ccc2c(c1)CCC2)Nc1ccccc1C(F)(F)F	0.3	-5	-2	-1.2	1.0	0	-0.2	-1	-4	-1
66	COCCC(=O)N1CCC(Oc2ccc(C(=O)NCc3csc(C)n3)cc2)CC1	0.1	2	-4	-1.6	0.8	1	-0.6	-1	17	-2
67	CN(C)S(=O)(=O)c1cccc(NC(=O)c2cncc(Br)c2)c1	-0.1	1	14	3.3	0.5	-3	-0.3	-72	-2	-5
68	Cn1c(=O)n(Cc2ccco2)c(=N)c2c3c(sc21)CCCC3	0.6	-2	-7	4.7	1.1	-1	-4.8	13	-6	0
69	c1ccc(-c2nnc3ccc(N4CCC5(CC4)OCCO5)nn23)cc1	0.3	0	2	2.1	1.9	-2	-1.8	6	-5	4
